Assay outcomes from PubChem.
ABHD5 PLIN5 PPI – ABHD5-PLIN5 interaction inhibitors, primary screen, cell lysate, split luciferase complementation, luminescence; 0.78% of 360,000 active; AID 602281, 2012; inhibition, % at 4 µM; Split G. princeps luciferase complementation, 4 h; Perilipin-5 (Homo sapiens) + 1-acylglycerol-3-phosphate O-acyltransferase ABHD5 (Homo …;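 active = inhibition above the mean inhibition across every tested compound plus 3 SD, cut at about 22% in these data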;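 also: 0% = DMSO only wells and the 100% control is not disclosed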
SRC3 inh – SRC3 coactivator transcriptional activity inhibitors, primary screen, cell-based, luminescence; AID 588352, 2011; HEK293 GAL4-SRC3 luciferase reporter; Nuclear receptor coactivator 3 (Homo sapiens), Q9Y6Q9; 0.17% of 360,000 active; inhibition, % at 3.6 µM;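 active = inhibition above a per-campaign cutoff, the mean of all compounds plus 3 SD, cut at about 60% in these data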;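 also: 0% = DMSO-treated cells and 100% = gossypol-treated cells at 36 µM; higher means less SRC3-driven luciferase light from the GAL4 reporter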
NCOA2 inhibitor – inhibition of GAL4-SRC2 driven luciferase reporter, primary screen, SRC2 inhibitor project, cell-based, luminescence. Nuclear receptor coactivator 2 (Homo sapiens), Q15596. HEK293 GAL4-SRC2 luciferase reporter. inhibition, % at 9 µM. 0.17% of 370,000 active. AID 651957, 2012;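 active = inhibition above the mean inhibition of all tested compounds plus 3 SD, set per campaign, cut at about 52% in these data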;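 also: 0% = DMSO treated cells and 100% = cells given Gossypol at 36 µM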
MC4R antagonist – MC4R antagonists of cAMP signaling, primary screen, cell-based, TR-FRET, antagonist arm of biased-ligand search | Melanocortin receptor 4 (Homo sapiens), P32245 | MC4R-expressing cells, MTII-stimulated cAMP, LANCE TR-FRET | inhibition, % at 6.5 µM | 0.48% of 360,000 active | AID 540295, 2011;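 active = inhibition above its plate's cutoff, the mean of tested wells on that plate plus 3 SD, cut at about 29% in these data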;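 also: 0% = Melanotan II alone and 100% = Melanotan II plus saturating MCL0020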
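System: U2OS cells stably expressing human melanocortin 4 receptor (MC4R). Reagent: Melanotan II challenge after compound preincubation. Doses: 6.5 µM. Times: 30-min compound, 1-h challenge, 1-h detection, room temperature. Measured by: TR-FRET with Eu-cAMP and labeled anti-cAMP, 671 nm. Replicates: singlicate.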
TLR9-MyD88 block – inhibitors of TLR9-MyD88 association in cells, primary screen, cell-based, CHO, BLA complementation, fluorescence; Toll-like receptor 9 (Homo sapiens) + Myeloid differentiation primary response protein …; CCF4 FRET ratio; AID 504734, 2011; 0.21% of 340,000 active; inhibition, % at 4.98 µM;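 active = inhibition above the mean over all tested compounds plus 3 SD, cut at about 21% in these data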;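 also: 0% = DMSO only wells and 100% = clavulanate BLA inhibitor control wells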
Target sequence (Q99836 whole entry, looked up): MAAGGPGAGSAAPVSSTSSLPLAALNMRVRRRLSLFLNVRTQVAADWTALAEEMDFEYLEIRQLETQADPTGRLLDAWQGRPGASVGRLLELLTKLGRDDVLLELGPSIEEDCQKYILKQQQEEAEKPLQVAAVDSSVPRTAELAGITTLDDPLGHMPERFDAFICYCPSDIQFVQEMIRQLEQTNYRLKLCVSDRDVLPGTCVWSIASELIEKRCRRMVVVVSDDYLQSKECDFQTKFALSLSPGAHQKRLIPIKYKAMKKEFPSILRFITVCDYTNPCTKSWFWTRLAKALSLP
Target sequence (Q9NR96 whole entry, looked up): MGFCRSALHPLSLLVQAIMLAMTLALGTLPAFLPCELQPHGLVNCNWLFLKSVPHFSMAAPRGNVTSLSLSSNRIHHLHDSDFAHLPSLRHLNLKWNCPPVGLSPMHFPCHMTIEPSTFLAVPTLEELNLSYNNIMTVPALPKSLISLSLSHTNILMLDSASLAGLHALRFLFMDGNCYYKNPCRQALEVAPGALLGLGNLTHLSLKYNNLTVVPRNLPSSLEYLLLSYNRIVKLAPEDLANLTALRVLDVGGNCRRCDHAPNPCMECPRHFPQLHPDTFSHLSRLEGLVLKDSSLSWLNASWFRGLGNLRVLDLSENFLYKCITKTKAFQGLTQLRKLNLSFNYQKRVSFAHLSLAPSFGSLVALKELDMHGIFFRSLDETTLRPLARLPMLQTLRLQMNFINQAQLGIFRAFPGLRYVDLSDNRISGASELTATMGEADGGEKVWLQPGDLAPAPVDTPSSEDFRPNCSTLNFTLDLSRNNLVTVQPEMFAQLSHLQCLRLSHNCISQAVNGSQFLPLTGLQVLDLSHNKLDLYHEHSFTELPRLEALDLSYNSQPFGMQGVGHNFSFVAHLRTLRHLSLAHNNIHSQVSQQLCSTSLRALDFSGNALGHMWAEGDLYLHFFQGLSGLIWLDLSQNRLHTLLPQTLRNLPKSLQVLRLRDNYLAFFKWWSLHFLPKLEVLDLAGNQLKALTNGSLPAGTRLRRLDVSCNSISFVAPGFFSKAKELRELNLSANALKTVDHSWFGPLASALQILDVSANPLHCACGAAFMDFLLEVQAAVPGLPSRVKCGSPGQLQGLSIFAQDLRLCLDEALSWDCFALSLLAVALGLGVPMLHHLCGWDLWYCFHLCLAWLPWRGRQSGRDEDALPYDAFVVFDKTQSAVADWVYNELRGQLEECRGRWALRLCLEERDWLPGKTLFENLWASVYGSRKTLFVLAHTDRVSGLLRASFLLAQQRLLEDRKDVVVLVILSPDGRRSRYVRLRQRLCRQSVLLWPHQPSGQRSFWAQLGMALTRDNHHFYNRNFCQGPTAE
LRH-1 inv ag – LRH-1 (NR5A2) inverse agonists, primary screen, cell-based, luminescence, HEK293T, StAR-luciferase reporter; Nuclear receptor subfamily 5 group A member 2 (Homo sapiens), O00482; LRH-1 transfected, 24 h; inhibition, % at 3.6 µM; 0.13% of 360,000 active; AID 602396, 2012;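 active = inhibition above the mean inhibition of all tested compounds plus 3 SD, cut at about 73% in these data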;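 also: 0% = DMSO wells and 100% = reporter-only cells lacking LRH-1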
COUP-TFII inh – NR2F2 transcriptional activity inhibitors, primary screen, cell-based, luciferase reporter, HEK293T, luminescence | COUP transcription factor 2 (Homo sapiens), P24468 | HEK293T NGFI-A luciferase reporter | inhibition, % at 8.6 µM | 0.7% of 370,000 active | AID 686940, 2013;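 active = inhibition above a per-plate cutoff, mean inhibition of test wells between control levels plus 3 SD, cut at about 38% in these data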;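 also: cells cotransfected with COUP-TFII expression vector driving the NGFI-A reporter; 0% = median of COUP-TF2 test wells and 100% = reporter-only cells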
NOD2-RIPK2 inh – NOD2-RIPK2 binding disruptors in cells, primary screen, fluorescence, CHO cells, BLA complementation; CCF4 ratio; inhibition, % at 4.98 µM; 0.38% of 360,000 active; AID 624267, 2012; in the data active = inhibition above about 21%;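 also: 0% = vehicle only and 100% = reference blocker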
SRC1 inh – SRC1 coactivator transcriptional activity inhibitors, primary screen, cell-based, luminescence; Nuclear receptor coactivator 1 (Homo sapiens), Q15788; HEK293 GAL4-SRC1 luciferase reporter; inhibition, % at 3.6 µM; 0.12% of 360,000 active; AID 588354, 2011;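 active = inhibition above the campaign mean plus 3 SD, with each screening campaign given its own cutoff, cut at about 60% in these data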;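 also: 0% = DMSO treated cells and 100% = gossypol at 36 µM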
LMP1 NFkB inh – EBV LMP1-driven NF-kappaB luciferase reporter inhibitors, primary screen, cell-based, luminescence, single point; inhibition, % at 12.5 µM; AID 504558, 2011; LMP1-induced NF-kappaB luciferase reporter cells; 0.69% of 350,000 active; in the data active = inhibition above about 41%;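 also: 0% = neutral control wells and 100% = reference inhibitor control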
MC4R barr agon – MC4R agonists recruiting beta-arrestin, primary screen, cell-based, luminescence, agonist arm of biased-ligand search; Melanocortin receptor 4 (Homo sapiens), P32245; U2OS MC4R beta-arrestin complementation; percent of melanotan II response, DMSO zero; activation, % at 8.9 µM; 0.98% of 360,000 active;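 active = activation above a per-plate cutoff, the mean activation of sample wells on that plate plus 3 SD, cut at about 8% in these data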
* marks the source's active call; other numbers are inactive results; . = not tested or not shown. The list is partial; rates above refer to the full screens.

COUP-TFII inh	TLR9-MyD88 block	LRH-1 inv ag	SRC1 inh	LMP1 NFkB inh	NOD2-RIPK2 inh	MC4R antagonist	ABHD5 PLIN5 PPI	SRC3 inh	NCOA2 inhibitor	MC4R barr agon	mol
-8	-6	6	-13	-5	5	2	2	8	-13	-1.3	O=C(CCN1CCc2ccccc2C1)Nc1cccc(F)c1
1	1	-1	-2	2	17	1	-1	-11	-13	-0.7	CCOC(=O)CCC(NC(=O)c1ccc(CNc2nc3cc(C(F)(F)F)ccc3nc2C(=O)OCC)cc1)C(=O)OCC (configuration not stated)
-3	4	-1	7	-3	4	4	-3	-8	-5	-1.0	O=S(=O)(c1ccccc1Cl)N1CCC(Cc2ccccc2)CC1
-14	-14	-13	-16	-2	3	20	3	0	-17	-0.8	Cc1cc(NC(=O)c2sc(Nc3ccc(F)c(Cl)c3)nc2N)no1
10	-2	11	9	-6	1	0	2	-9	-9	-0.3	CC1CCN(C(=O)c2ccc(CNc3c(N4CCCC4)c(=O)c3=O)cc2)CC1
-10	-2	-44	-61	3	-1	12	16	-60	-78	0.3	O=C(/C=C/c1ccccc1Cl)c1ccc(O)cc1
-10	-4	23	2	-1	-15	3	8	3	-9	-0.6	O=C(Cn1c(NCCO)nc2ccccc21)NCCc1ccc(F)cc1
11	2	-4	9	9	2	6	7	16	1	-2.9	COc1ccccc1/C=C/CN1CCC(Oc2cc(C(=O)NC3CC3)ccc2OC)CC1
-10	.	13	4	3	-4	-5	5	16	-18	0.3	CSc1nc2ncnc(N)c2[nH]1
6	3	6	-24	-4	-9	1	1	-12	13	-1.4	COc1ccc(Cc2nnc(SCC(=O)Nc3ccc(C)cc3)n(N)c2=O)cc1
-5	10	-8	0	11	6	-3	-2	8	-12	-2.2	N#C/C(=C/c1ccccc1[N+](=O)[O-])c1nnc2n1CCCCC2
6	.	21	.	.	0	.	2	.	5	.	C=CCC[C@@H](CCCCC)OC(=O)/C=C/[C@@H](O)[C@H](O)C[C@@H](O)CC=C

Entries of single compounds, looked up by structure. Screens in order: COUP-TFII inh, TLR9-MyD88 block, LRH-1 inv ag, SRC1 inh, LMP1 NFkB inh, NOD2-RIPK2 inh, MC4R antagonist, ABHD5 PLIN5 PPI, SRC3 inh, NCOA2 inhibitor, MC4R barr agon
O=C(/C=C/c1ccccc1Cl)c1ccc(O)cc1 is listed with -10, -2, -44, -61, 3, -1, 12, 16, -60, -78, 0.3
COc1ccc(Cc2nnc(SCC(=O)Nc3ccc(C)cc3)n(N)c2=O)cc1 is listed with 6, 3, 6, -24, -4, -9, 1, 1, -12, 13, -1.4
CCOC(=O)CCC(NC(=O)c1ccc(CNc2nc3cc(C(F)(F)F)ccc3nc2C(=O)OCC)cc1)C(=O)OCC (configuration not stated) is listed with 1, 1, -1, -2, 2, 17, 1, -1, -11, -13, -0.7
N#C/C(=C/c1ccccc1[N+](=O)[O-])c1nnc2n1CCCCC2 is listed with -5, 10, -8, 0, 11, 6, -3, -2, 8, -12, -2.2
O=C(CCN1CCc2ccccc2C1)Nc1cccc(F)c1 is listed with -8, -6, 6, -13, -5, 5, 2, 2, 8, -13, -1.3

Other results follow.
COUP-TFII inh	TLR9-MyD88 block	LRH-1 inv ag	SRC1 inh	LMP1 NFkB inh	NOD2-RIPK2 inh	MC4R antagonist	ABHD5 PLIN5 PPI	SRC3 inh	NCOA2 inhibitor	MC4R barr agon	mol
.	2	-33	-45	2	6	17	3	-19	.	-1.5	CN(CCc1cnn(C)c1)Cc1cn[nH]c1-c1ccc(-c2ccccc2)cc1
5	.	18	5	.	-4	5	2	-31	-9	-0.9	CC1(C(=O)NS(=O)(=O)Cc2cccc(Cl)c2)CCN1C(=O)Cc1ccccc1 (configuration not stated)
8	10	9	8	-2	-3	1	-3	14	-17	-1.1	O=C(NCCN1CCN(C(=O)c2ccc([N+](=O)[O-])cc2)CC1)C(=O)NCc1ccccc1
7	-1	25	6	4	-11	6	2	17	-2	0.4	CC(C)(C)CN1CCNC[C@H]1Cc1ccc(O)cc1
.	11	23	-8	56*	41*	58*	52*	14	.	-2.9	Cc1cccc(CS(=O)(=O)c2ncc(Cl)c(C(=O)Nc3nnc(C(C)C)s3)n2)c1
18	.	14	-2	.	-5	-3	0	1	-44	-0.9	C=CCNc1nc(NCCOC)c2sc(-c3ccccc3)cc2n1
16	-8	4	-23	-4	1	9	4	-6	2	3.4	O=[N+]([O-])c1cccc(OCC(O)CN2CCN(S(=O)(=O)c3cc(Cl)ccc3Cl)CC2)c1 (configuration not stated)
4	-2	0	-19	-3	-3	7	1	-7	6	-0.2	COc1ccc(NC(=O)C2CSC(C)(C)N2C=O)cc1 (configuration not stated)
-15	15	-1	0	-2	-16	-2	3	0	27	1.6	CCC(CO)Oc1cc(NC(=O)c2ccccc2Cl)c2ncn(C(C)C)c2c1 (configuration not stated)
-6	3	-38	-66	-1	4	4	-5	-75	-47	-1.3	Oc1ccccc1C=NN=CC=Cc1ccccc1
9	8	10	2	0	-4	2	17	10	3	-1.5	COc1ccc(C(=O)/C=C/c2ccc(N3CCCCC3)c([N+](=O)[O-])c2)cc1
0	.	6	1	.	2	3	5	4	-7	-1.4	CCOC(=O)c1cccc(NC(=O)Nc2ccc3c(c2)C(=O)OC3)c1
1	-8	-17	0	-1	14	2	-2	-2	-21	2.1	CCCCNC(=O)c1c(CSc2ccc(Cl)cc2)noc1C(=O)NCc1ccccc1
-39	-7	-30	-66	-2	-7	-2	4	-29	-19	2.4	CCN(CC)C(=O)CSc1nc(N)c2c3c(sc2n1)CC(C)CC3 (configuration not stated)
7	.	-25	.	.	3	.	-1	.	-13	.	C#CCNC(=O)C[C@@H]1C[C@@]2(C(=O)OC)CCCCC=C2N(Cc2ccc3c(c2)OCO3)C1=O
-13	1	-8	12	-1	9	-2	5	-2	14	-2.4	N#Cc1ccccc1COC(=O)c1cccnc1N
16	.	11	-9	.	-5	.	-19	10	6	.	CN(C)C(=O)c1ccc(SC(=S)NCc2ccccc2)cc1
11	7	22	-4	6	-4	-2	-2	9	19	-0.1	CCN(CC)C(=O)c1ccc(S(=O)(=O)NCc2cccnc2)cc1
8	-9	1	-3	13	-7	22	-3	12	9	1.1	CCOCCCNc1nc2c(C)cccn2c(=O)c1/C=C1\SC(=S)N(C(C)CC)C1=O (configuration not stated)
-15	-2	-4	-12	-1	0	6	1	3	-4	-0.5	COCCN(C(=O)COC(=O)C1CCCCC1)c1c(N)n(Cc2ccccc2)c(=O)[nH]c1=O
-6	-7	-38	-11	-1	1	16	1	2	-28	-1.3	Cc1nn(-c2ccc(C(=O)O)cc2)c(C)c1Oc1ccccc1O
4	-11	-6	-11	5	1	11	-9	5	-5	-2.4	CCn1nc(C)c(CN2CCC(n3nccc3NC(=O)c3ccccc3OC)CC2)c1C
-10	.	5	-2	.	-3	10	2	9	27	-0.8	COc1ccccc1CNC(=O)C1(C)CCCCN1C (configuration not stated)
-49	-2	-26	-11	-7	-12	-3	10	-10	-16	5.0	Cc1cccc2nc(-c3cccc(NC(=O)c4ccc(Cl)cc4)c3)cn12
-22	3	-18	-6	0	3	-3	-13	13	-5	-0.8	O=C1C(NS(=O)(=O)c2ccc(Br)cc2)=C(N2CCCCC2)C(=O)c2ccccc21
-7	1	21	1	2	-11	12	-5	3	-15	0.4	O=C(Nc1ccccc1F)N(CCCN1CCOCC1)Cc1cc2cc3c(cc2[nH]c1=O)OCCO3
-3	1	-8	1	-2	-3	7	0	-8	-10	-1.6	CC[C@]12c3[nH]c4cc(-c5ccco5)ccc4c3CCN1C(=O)[C@@H](CC(=O)NCc1ccc(OC)c(OC)c1)C[C@@H]2C(=O)N1CCN(C(=O)C2CC2)CC1
-1	5	10	-7	3	-7	-3	3	-13	6	-5.9	O=C(COC(=O)c1cc([N+](=O)[O-])ccc1N1CCOCC1)Nc1cc(F)ccc1F
-3	-2	-7	-3	-7	1	6	-5	-5	-41	-1.8	NC(=O)CSc1nnc(NC(=O)c2ccc(S(=O)(=O)N3CCOCC3)cc2)s1
1	.	-20	.	.	-2	.	-1	.	-13	.	O=C(NCc1ccccn1)[C@@H]1CCCN1C(=O)[C@@H]1CCCN1C(=O)c1c(F)cccc1F

Printed as active in MC4R antagonist, among the entries above:
COUP-TFII inh	TLR9-MyD88 block	LRH-1 inv ag	SRC1 inh	LMP1 NFkB inh	NOD2-RIPK2 inh	MC4R antagonist	ABHD5 PLIN5 PPI	SRC3 inh	NCOA2 inhibitor	MC4R barr agon	mol
.	11	23	-8	56*	41*	58*	52*	14	.	-2.9	Cc1cccc(CS(=O)(=O)c2ncc(Cl)c(C(=O)Nc3nnc(C(C)C)s3)n2)c1
